mIAP block = inhibitors of mouse IAP, primary screen, biochemical, luminescence, uHTS; intestinal alkaline phosphatase [Mus musculus]; purified mouse IAP, CDP-Star luminescence, 30 min; inhibition, % at 10 µM; 330,000 compounds, 0.2% hits;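 active means inhibition of at least 40% at 10 µM in the primary screen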;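 further: plate controls were DMSO with enzyme for no effect and no enzyme wells for full effect; values of inactives mirror those of a sister screen read the other way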
A3A deaminase = APOBEC3A ssDNA deaminase inhibitors, primary screen, selectivity assay for APOBEC3G inhibitor project, biochemical, FAM/TAMRA oligo cleavage fluorescence. AID 493011, 2011. recombinant A3A, FAM/TAMRA ssDNA deamination fluorescence. 330,000 compounds, 0.41% hits. inhibition, % at 20 µM;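 active means at least 40% inhibition at 20 µM here, with at most 30% in a related deaminase screen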;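 further: plate controls were A3A with DMSO for no effect and wells lacking A3A enzyme for full effect; some results filed as inactive read as strong as hits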
Target sequence (P31941 whole entry, looked up): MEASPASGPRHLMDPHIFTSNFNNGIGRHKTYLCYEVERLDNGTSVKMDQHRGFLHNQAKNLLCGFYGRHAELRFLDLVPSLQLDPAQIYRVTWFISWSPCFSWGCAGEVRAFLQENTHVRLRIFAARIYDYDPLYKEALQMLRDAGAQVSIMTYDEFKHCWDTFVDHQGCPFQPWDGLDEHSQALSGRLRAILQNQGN
mIAP act = activators of mouse IAP, primary screen, biochemical, luminescence, uHTS; intestinal alkaline phosphatase [Mus musculus]; muIAP, CDP-Star luminescence, 30 min; stronger effect = higher value; 1 = vehicle-only enzyme signal, 0 = enzyme-free wells; activation factor at 10 µM; 330,000 compounds, 0.24% hits; AID 2805, 2010;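 active means activation factor of at least 2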; further: the source names both 10 and 20 µM as test concentration; values of inactives mirror those of a sister screen read the other way
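System: mouse IAP enzyme. Reagent: CDP-Star chemiluminescent phosphatase substrate. Benchmarks: DMSO wells, no-enzyme wells. Times: 30 min enzyme-substrate-compound incubation at room temperature. Detection: luminescence from enzymatic CDP-Star hydrolysis. Doses: test compounds delivered from DMSO solution.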
SENP1 FRET inh = human SENP1 catalytic domain inhibitors, primary screen, biochemical, FRET, uHTS. Sentrin-specific protease 1 (Homo sapiens), Q9P0U3. recombinant SENP1 catalytic domain, CyPet-SUMO1-YPet FRET cleavage. inhibition, % at 10 µM. 360,000 compounds, 0.21% hits. AID 624204, 2012;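 active means inhibition at least 30% at 10 µM, raw YFP signal under a set limit, fluorescence ratio 0.5 to 1.5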;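 further: 0% = enzyme with DMSO and 100% = no enzyme wells; some results filed as inactive read as strong as hits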
Target sequence (Q9P0U3 419-644 limits assumed): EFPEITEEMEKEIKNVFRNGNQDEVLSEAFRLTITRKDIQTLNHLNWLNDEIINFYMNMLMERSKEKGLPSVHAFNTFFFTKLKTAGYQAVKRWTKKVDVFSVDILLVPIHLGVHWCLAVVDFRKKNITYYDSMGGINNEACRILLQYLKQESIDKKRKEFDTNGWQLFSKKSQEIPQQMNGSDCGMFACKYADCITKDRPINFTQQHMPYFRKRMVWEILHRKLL
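system = hSENP1 catalytic domain, recombinant | reagent = SFCypet-SUMO1-SFYpet substrate at 25 nM | doses = one dose per compound, 10 µM, 0.5% DMSO | incubation = enzyme reaction for 50 min at room temperature, dark | measured by = FRET, CFP and YFP emission | controls = no-enzyme low, enzyme-DMSO high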
hIAP inh = human IAP inhibitors, primary screen, biochemical, luminescence, uHTS; Intestinal-type alkaline phosphatase (Homo sapiens), P09923; purified IAP, CDP-Star luminescence, 30 min; inhibition, % at 10 µM; 330,000 compounds, 0.12% hits; AID 2544, 2010;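 active means inhibition reaching a set limit with compound at 10 µM in the primary screen, cut at about 35% in these data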;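 further: plate controls were DMSO wells with enzyme for no effect and no-enzyme buffer wells for full effect; values of inactives mirror those of a sister screen read the other way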
Target sequence (P09923 whole entry, looked up): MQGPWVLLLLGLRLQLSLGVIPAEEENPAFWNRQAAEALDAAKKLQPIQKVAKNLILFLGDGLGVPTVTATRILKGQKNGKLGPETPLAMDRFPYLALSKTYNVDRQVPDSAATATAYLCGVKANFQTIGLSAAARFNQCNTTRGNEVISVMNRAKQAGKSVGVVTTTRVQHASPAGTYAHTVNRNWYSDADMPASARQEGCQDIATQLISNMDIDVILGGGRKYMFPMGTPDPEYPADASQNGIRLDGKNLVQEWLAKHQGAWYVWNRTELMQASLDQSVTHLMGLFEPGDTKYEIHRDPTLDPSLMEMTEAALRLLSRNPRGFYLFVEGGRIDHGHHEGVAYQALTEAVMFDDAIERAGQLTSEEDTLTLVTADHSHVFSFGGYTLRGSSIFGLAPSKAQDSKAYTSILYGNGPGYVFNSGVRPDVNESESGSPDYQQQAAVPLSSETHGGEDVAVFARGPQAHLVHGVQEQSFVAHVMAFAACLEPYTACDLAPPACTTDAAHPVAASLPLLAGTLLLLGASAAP
hIAP act = human IAP activators, primary screen, biochemical, luminescence, uHTS; Intestinal-type alkaline phosphatase (Homo sapiens), P09923; purified human IAP, CDP-Star luminescence, 30 min; stronger effect = higher value; 1 = vehicle-only enzyme, 0 = enzyme-free background; activation factor at 10 µM; 330,000 compounds, 0.16% hits; AID 2524, 2010;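 active means activation factor of the enzyme at least 2-fold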; further: the source names both 10 and 20 µM as test concentration; values of inactives mirror those of a sister screen read the other way
NALP3 yeast inh = NALP3 inflammasome inhibitors in reconstituted yeast, primary screen, luminescence, uHTS; inhibition, % at 10 µM; 330,000 compounds, 0.39% hits; AID 2825, 2010; Yeast reconstituted NLRP3/ASC/caspase-1, beta-gal luminescence, 24 h;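 active means inhibition of 50% or more; inactive means inhibition below 50%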;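 further: plate controls were induced DMSO wells for no effect and uninduced yeast grown without galactose for full effect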
APOBEC3G inh = APOBEC3G DNA deaminase inhibitors, primary screen, biochemical, fluorescence, single-stranded DNA substrate, uHTS. DNA dC->dU-editing enzyme APOBEC-3G (Homo sapiens), Q9HC16. recombinant A3G, ssDNA deamination FAM/TAMRA fluorescence. inhibition, % at 20 µM. 330,000 compounds, 0.28% hits. AID 493012, 2011;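 active means inhibition of at least 40% at 20 µM, with no more than 30% in the related APOBEC3A deaminase screen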;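 further: plate controls were DMSO wells with A3G for no effect and wells lacking A3G enzyme for full effect; some compounds called inactive have numbers as strong as hits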
MIN6 prolif = inducers of MIN6 beta-cell proliferation, primary screen, ATP luminescence, uHTS; MIN6 cells proliferation, ATPlite luminescence, 48 h; cells starved in 0.2% serum; 100% = growth in 10% serum; proliferation, % at 10 µM; 330,000 compounds, 0.29% hits; AID 2380, 2010;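 active means compounds whose signal lies at least 3.5 SD above the mean of all wells on their plate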;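 further: 0% = DMSO-treated cells in low-serum medium and 100% = 10% serum control; some compounds called inactive have numbers as strong as hits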
* hit, by the source's call; nt = not tested or not shown. This is a subset, so the mix of outcomes need not match the whole.

The first 9 entries, ahead of the listing:
SMILES	mIAP block	A3A deaminase	mIAP act	SENP1 FRET inh	hIAP inh	hIAP act	NALP3 yeast inh	APOBEC3G inh	MIN6 prolif
CCCc1ccc(-c2csc(NC(=O)Cc3cccs3)n2)cc1	-2	0	1	-2	-18	1.2	22	20	-5
COc1cc(NC(=O)C2=CC(c3ccco3)=NS(=O)(=O)N2C)cc(OC)c1OC	-4	-6	1	1	-21	1.2	3	-8	-3
Cc1ccc2cc(C)c3nnc(SCC(=O)NCc4ccco4)n3c2c1	-5	26	1	-3	3	0.97	15	9	-1
COc1cc(OC)c2c(-c3ccccc3)cc(=O)oc2c1C(CCN1CCCCC1)c1ccc(N(C)C)cc1 (configuration not stated)	3	-7	0.97	4	17	0.83	3	-9	-8
CCC1=Nc2cc(C(=O)NCC3CCCO3)ccc2Sc2ccc(Cl)cc21 (configuration not stated)	8	-1	0.92	4	5	0.95	5	-5	-2
Cc1ccc(-n2c3c(c(=O)[nH]c2=O)C(NS(=O)(=O)c2ccc(Cl)cc2)(C(F)(F)F)C(=O)N3)cc1 (configuration not stated)	2	-3	0.98	1	17	0.83	-9	-5	-1
COc1ccc(C)cc1NC(=S)NNC(=O)c1ccccc1Cl	14	-2	0.86	1	-110	2.1*	6	-3	-1
O=C(Cc1ccc(F)cc1)Nc1cccc(S(=O)(=O)N2CCCC2)c1	-3	0	1	0	21	0.79	7	-11	2
CCC1c2ccc(C)n2CCN1C(=O)Nc1cc(Cl)ccc1OC (configuration not stated)	-6	-1	1.1	-36	10	0.9	9	-7	-5

Results, previewed entries included:
SMILES	mIAP block	A3A deaminase	mIAP act	SENP1 FRET inh	hIAP inh	hIAP act	NALP3 yeast inh	APOBEC3G inh	MIN6 prolif
CCCc1ccc(-c2csc(NC(=O)Cc3cccs3)n2)cc1	-2	0	1	-2	-18	1.2	22	20	-5
COc1cc(NC(=O)C2=CC(c3ccco3)=NS(=O)(=O)N2C)cc(OC)c1OC	-4	-6	1	1	-21	1.2	3	-8	-3
Cc1ccc2cc(C)c3nnc(SCC(=O)NCc4ccco4)n3c2c1	-5	26	1	-3	3	0.97	15	9	-1
COc1cc(OC)c2c(-c3ccccc3)cc(=O)oc2c1C(CCN1CCCCC1)c1ccc(N(C)C)cc1 (configuration not stated)	3	-7	0.97	4	17	0.83	3	-9	-8
CCC1=Nc2cc(C(=O)NCC3CCCO3)ccc2Sc2ccc(Cl)cc21 (configuration not stated)	8	-1	0.92	4	5	0.95	5	-5	-2
Cc1ccc(-n2c3c(c(=O)[nH]c2=O)C(NS(=O)(=O)c2ccc(Cl)cc2)(C(F)(F)F)C(=O)N3)cc1 (configuration not stated)	2	-3	0.98	1	17	0.83	-9	-5	-1
COc1ccc(C)cc1NC(=S)NNC(=O)c1ccccc1Cl	14	-2	0.86	1	-110	2.1*	6	-3	-1
O=C(Cc1ccc(F)cc1)Nc1cccc(S(=O)(=O)N2CCCC2)c1	-3	0	1	0	21	0.79	7	-11	2
CCC1c2ccc(C)n2CCN1C(=O)Nc1cc(Cl)ccc1OC (configuration not stated)	-6	-1	1.1	-36	10	0.9	9	-7	-5
CCCn1nnnc1SCC(=O)NCc1ccc2c(c1)OCO2	1	0	0.99	-1	-15	1.1	6	2	-1
COc1ccc(C2c3c(ccc4ccccc34)Oc3ncn4nc(Cc5ccc(OC)c(OC)c5)nc4c32)cc1 (configuration not stated)	2	4	0.98	nt	6	0.94	-8	0	-3
COC(=O)c1ccc(OCC(O)CN2C(=O)c3ccccc3C2=O)cc1 (configuration not stated)	-14	0	1.1	-3	-6	1.1	11	-2	-1
Cc1nnc(SCC(=O)N(C(C)C)C(C)C)nc1C	-6	8	1.1	2	-3	1	-5	1	-2
Cc1ccccc1CN1CCC(n2nccc2NC(=O)c2cccnc2)CC1	5	0	0.95	-3	5	0.95	4	-4	0
CN(C)C(CNC(=O)CCc1c[nH]c2ccccc12)c1ccccc1 (configuration not stated)	-1	-3	1	1	-16	1.2	6	-4	-3
CCc1cc(C(=O)Nc2cc(S(=O)(=O)N(CC)CC)ccc2N2CCN(C)CC2)sc1C	-1	17	1	-20	12	0.88	9	-4	-2
Cc1nnc(NC(=O)CSc2cn(CCNC(=O)c3ccccc3)c3ccccc23)s1	-12	-2	1.1	0	4	0.96	-9	-13	0
O=C(CS(=O)(=O)c1c[nH]c2ccccc12)NC1CCCCC1	-3	1	1	0	-21	1.2	13	-8	2
CCCCC(CC)C(=O)Nc1cc(C(=O)NCc2ccc(C)cc2)ccc1N1CCC2(CC1)CC(c1cccc(Br)c1)=NO2 (configuration not stated)	-12	3	1.1	0	4	0.96	5	1	-6
Cc1cccc(NC(=O)CNC(=O)c2ccc(-n3cncn3)c([N+](=O)[O-])c2)c1C	2	-5	0.98	0	-21	1.2	-1	-10	-3
COc1ccc(CNC(=O)/C(C)=C\C(=O)O)cc1	6	-1	0.94	1	1	0.99	34	2	4
CCc1ccc(N=CC23c4ccccc4C(c4ccccc42)C2C(=O)N(c4ccc(OC)cc4)C(=O)C23)cc1 (configuration not stated)	-2	-3	1	2	9	0.91	33	-7	-3
CN(C)CCOCCOc1ccc(Cl)c2ccccc12	12	2	0.88	3	5	0.95	10	-2	-5
COc1ccc(N(CC(=O)Nc2cccc(N(C)S(C)(=O)=O)c2)S(=O)(=O)c2ccc(F)cc2)cc1	6	10	0.94	1	8	0.92	4	8	-3
CC(=O)NC1=NN(C(C)=O)C(C)(c2cccs2)S1 (configuration not stated)	2	0	0.98	0	-2	1	8	1	-5
Cc1ccc([C@H]2C(C(=O)O)=CC[C@@H](c3ccc(C)cc3)N2S(=O)(=O)c2ccccc2C)cc1	12	-4	0.88	0	-4	1	2	-4	-3
COc1ccc(OC)c(S(=O)(=O)Nc2ccccc2C(=O)O)c1	0	0	1	2	-13	1.1	6	-2	3
Cc1ccc(N(Cc2ccco2)C(=O)c2ccc(N3CCCCC3)c([N+](=O)[O-])c2)cc1	14	-2	0.86	0	-4	1	19	-4	-6
O=C(NCc1ccccc1)c1ccc(CS(=O)(=O)Cc2ccccc2F)o1	0	0	1	1	10	0.9	8	-4	0
CCC(=O)Nc1nn(CC(C)C)c2nc3ccc(C)cc3cc12	-38	-2	1.4	-22	-40	1.4	29	-8	-1
Cc1ccccc1N1CCN(C2CCCN(C(=O)CCC(=O)N(C)C)C2)CC1 (configuration not stated)	-4	-7	1	2	-32	1.3	20	21	1
CC(C)(C)C(=O)NC1CCN(S(C)(=O)=O)CC1	-7	-3	1.1	1	7	0.93	25	1	0
O=C(CN1C(=O)NC2NC(=O)NC21)N/N=C/c1ccccc1F (configuration not stated)	2	-4	0.97	nt	-13	1.1	6	-7	-2
O=C1/C(=C\c2ccccc2)SC(=S)N1CCC(=O)N1CCCCC1CCO (configuration not stated)	9	-2	0.91	3	3	0.97	12	-6	-3
CCOP(=O)(OCC)c1nc(-c2cccc3ccccc23)oc1N1CCOCC1	-20	-3	1.2	-39	-4	1	0	-6	0
Cc1cc(C)c(NC(=O)Cn2nc(-c3ccccc3)nc2-c2ccccc2)c(C)c1	-38	1	1.4	1	-7	1.1	7	-6	-1
Cc1cccc(N(CC(=O)N2CCCCCC2)S(C)(=O)=O)c1C	-2	9	1	1	-21	1.2	15	-4	-3
CCOC(=O)N1CCN(c2cc(C)c(C(C)=O)cc2F)CC1	2	-2	0.98	3	-8	1.1	3	-3	-1
O=C(NNC(=O)C(Cl)Cl)c1cnn(-c2ccccc2)c1C(F)(F)F	5	5	0.95	-3	-17	1.2	27	13	-2
Cc1ccc(OCC(=O)N/N=C\c2cn(Cc3ccccc3)c3ccccc23)cc1C	-3	2	1	0	1	0.99	11	-3	0
COc1ccccc1C(=O)Nc1ccc(Oc2nnc(-c3ccc(C)cc3)c3ccccc23)cc1	4	-3	0.96	2	0	1	-12	-13	-5
CC(C)(C)Sc1ccc(N)nc1	0	2	1	1	6	0.94	14	0	-2
Cc1ccc(-n2cccc2C(=S)N=P(N(C)C)(N(C)C)N(C)C)cc1	12	-2	0.88	-2	5	0.95	42	4	-4
Cc1ccc(SCC(=O)NCCCc2ccccc2)cc1	-6	-2	1.1	2	-12	1.1	25	-4	2
COc1cccc(NC(=O)CN(C)C(=O)c2ccc3c(c2)S(=O)(=O)N=C2CCCCCN23)c1	-6	31	1.1	3	14	0.86	21	6	4
COc1cc2c(C(=O)NCCCN3CCN(c4cccc(Cl)c4)CC3)cn(C)c(=O)c2cc1OC	3	2	0.97	-1	14	0.85	16	-4	-1
O=C1CC(Cc2ccc(Br)cc2)C(=O)N1c1ccccc1 (configuration not stated)	-2	-6	1	3	2	0.98	20	-5	-1
CCOc1ccc(S(=O)(=O)Nc2ccc(C(=O)NCC3(N4CCCCC4)CCCCC3)cc2)cc1	-1	0	1	2	9	0.91	19	0	-3
O=C1/C(=C/Nc2ccc3c(c2)OCO3)CCc2ccccc21	15	-4	0.85	8	24	0.76	46	6	-5
CCc1nnc(NC(=O)CN2C(=O)CCC2=O)s1	23	0	0.77	1	27	0.73	14	1	0
CCC(C(=O)N/N=C/c1cccnc1)c1ccccc1 (configuration not stated)	6	-5	0.94	4	-5	1.1	-9	-3	7
COC(=O)Oc1ccc(/C=N/NC(=O)CSCc2ccccc2Br)cc1OC	11	3	0.89	1	11	0.89	-4	-1	-2
COc1ccc(S(=O)(=O)/N=C2/NC(=O)/C(=C/c3ccco3)S2)cc1	57*	46*	0.43	26	-8	1.1	11	21	0
Cc1ccccc1N(C(=O)c1ccco1)C(C(=O)NC1CCCC1)c1cccnc1 (configuration not stated)	0	-1	1	3	-9	1.1	4	-4	0

Screens (PubChem)
